Assay outcomes: PubChem, several laboratories
Shn3 inh set2 – inhibitors of Schnurri-3 3'UTR reporter in osteoblasts | 360,000 tested, 0.52% active | inhibition, % at 12.5 µM | Clone20 osteoblast Shn3 3'UTR firefly luciferase, 24 h;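 active = mean inhibition of at least 75% with every replicate also reaching 75%; inconclusive = mean inhibition at least 75% but some replicate below; inactive = mean inhibition below 75%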;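 note: 0% = median of neutral control wells and 100% = pilot-screen positive control compound; some compounds past the cut are filed as inactive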
TRPM1 prom inh – MITF TRPM1 promoter inhibition in SK-MEL-5 cells; SK-MEL-5 TRPM1 promoter luciferase, 24 h; inhibition, % at 12.5 µM; 330,000 tested, 0.83% active; AID 488899;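 active = mean inhibition across replicates of 60% or more, whatever share of single replicates reaches that level; inconclusive = some that reach 60%, reason not given; inactive = mean inhibition across replicates below 60%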; note: values of inactives mirror those of a sister screen read the other way
KKLEB tox – CF airway cell cytotoxicity counter-screen; KKLEB CF airway cells viability, ATPlite luminescence, overnight; active compounds read low; cells stimulated with P. aeruginosa culture filtrate; 360,000 tested, 0.36% active; activity change (cytotoxicity), % at 5 µM; AID 602141;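 active = corrected activity change at or below -50% at 5 µM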
NR2E3 ag-1 – agonists of human NR2E3 nuclear receptor; Q9Y5X4; CHO-S Gal4-NCOR/VP16-NR2E3 two-hybrid, luciferase; inhibition of corepressor binding, % at 3.98 µM; 360,000 tested, 0.35% active; AID 602229;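 active = inhibition above the mean of all tested compounds plus 3 SD, cut at about 70% in these data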;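 note: 0% = DMSO with NR2E3 transfected cells and 100% = cells lacking NR2E3 construct; higher means lower luciferase signal from less NR2E3 corepressor binding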
Target sequence (Q9Y5X4 whole entry, looked up, the tested form may be a part): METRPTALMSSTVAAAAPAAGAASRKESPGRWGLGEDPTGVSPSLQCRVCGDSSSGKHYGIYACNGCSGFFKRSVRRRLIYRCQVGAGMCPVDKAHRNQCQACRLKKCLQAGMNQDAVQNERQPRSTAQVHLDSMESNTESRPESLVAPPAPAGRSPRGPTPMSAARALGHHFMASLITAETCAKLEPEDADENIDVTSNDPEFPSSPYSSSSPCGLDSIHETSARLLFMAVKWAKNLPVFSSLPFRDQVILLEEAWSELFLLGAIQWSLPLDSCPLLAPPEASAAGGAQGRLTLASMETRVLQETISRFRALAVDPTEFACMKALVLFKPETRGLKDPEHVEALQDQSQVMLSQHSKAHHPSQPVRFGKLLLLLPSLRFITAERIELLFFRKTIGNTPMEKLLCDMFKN
hiPSC survival – enhancers of human iPSC single-cell survival; hiPSC single-cell survival, ATPlite luminescence; 100% = ROCK inhibitor wells, 0% = DMSO; survival enhancement, % at 20 µM; 360,000 tested, 0.044% active; AID 602274; in the data active = survival enhancement above about 18%;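 note: cells exposed to compounds for 16 hours before the ATP read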
NR2E3 ag-2 – agonists of human nuclear receptor NR2E3; GST-NR2E3/biotin-RetCOR TR-FRET, 1536-well; inhibition of corepressor binding, % at 4.78 µM; 320,000 tested, 0.12% active; AID 2300;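 active = percent inhibition above the cutoff of mean plus 3 SD of all tested compounds, set per screening campaign, cut at about 20% in these data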;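 note: 0% = DMSO wells and 100% = biotin wells as full block of FRET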
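System: GST-tagged NR2E3 plus biotinylated RetCOR corepressor; Amount: 1.35 nM GST-tagged NR2E3 final; Dosing: single nominal compound dose of 4.8 µM; Schedule: 5 h incubation at 4 °C; Technique: TR-FRET with europium anti-GST and streptavidin-D2, 340 nm excitation; Controls: biotin wells as high control, 0.6% DMSO wells as low control.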
C8 TRAIL sens – sensitizes caspase-8 expressing cells to TRAIL; inhibition (viability loss, TRAIL sensitization), % at 10 µM; NB7+C8 cells + TRAIL, ATPlite viability luminescence; 360,000 tested, 1% active;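 active = compounds causing at least 50% loss of cell viability in the single-dose screen, relative to plate controls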
Peg3 promoter – inhibitors of Peg3 promoter; HeLa PEG-Prom luciferase reporter, luminescence, overnight; AID 588405; 360,000 tested, 1.7% active; inhibition, % at 20 µM;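 active = inhibition of at least 50% at 20 µM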
LMP1 NFkB inh – Epstein-Barr LMP1 NF-kappaB reporter inhibition. inhibition, % at 12.5 µM. 350,000 tested, 0.69% active. AID 504558. LMP1-induced NF-kappaB luciferase reporter cells, luminescence; in the data active = inhibition above about 41%; inconclusive = no clear call, values can overlap the other calls;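 note: 0% = neutral control wells and 100% = reference inhibitor control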
CF NFkB block – inhibitors of cystic fibrosis induced NF-kB. KKLEB NF-kB-GFP reporter, PAF-induced, GFP fluorescence overnight. inhibition, % at 5 µM. 360,000 tested, 0.86% active. AID 588850;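 active = at least 50% inhibition at 5 µM, scaled per plate between neutral and stimulator controls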;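 note: PAF is a Pseudomonas aeruginosa culture filtrate used as stimulus; plate controls were PAF-stimulated DMSO wells for no effect and unstimulated DMSO wells for full effect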
HIF-2a block – blocks HIF-2a reporter activity | 360,000 tested, 0.72% active | inhibition, % at 18.8 µM | 786-0 RCC cells HIF-2a reporter, luciferase luminescence, overnight;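 active = inhibition of the luminescence signal of 40% or more relative to plate controls, in a single-dose primary screen at 18.75 µM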
Starred values were filed as active, the others as inactive; ? = inconclusive; · = not tested or not shown.

SMILES | Shn3 inh set2 | TRPM1 prom inh | KKLEB tox | NR2E3 ag-1 | hiPSC survival | NR2E3 ag-2 | C8 TRAIL sens | Peg3 promoter | LMP1 NFkB inh | CF NFkB block | HIF-2a block
CSc1sc(C(=O)N2CCCCC2)c(-c2cccs2)c1C#N | -19 | 12 | -2 | 14 | 1.6 | -1 | -28 | 23 | -1 | 6 | -4
CC(=O)c1c(C)[nH]c(C(=O)OCC(=O)Nc2cc(C)on2)c1C | 43 | 10 | 1 | 16 | 8.3 | -1 | 18 | 11 | -9 | -15 | 24
CN(CCCNC(=O)Cn1c(=O)c2cccn2c2ccccc21)Cc1ccccc1 | 3 | 0 | 18 | 15 | 0.9 | -3 | 11 | -5 | -7 | 2 | 17
COc1ccc(OC)c(Nc2nc(NCc3ccco3)nc(N)c2[N+](=O)[O-])c1 | -3 | · | -13 | 4 | 0.0 | 3 | -15 | 12 | · | 12 | 17
Clc1cccc(Cc2c(C3CCCCC3)nc3ccc(Br)cn23)c1 | -2 | · | -2 | -1 | 0.8 | · | 22 | -9 | · | 13 | -15
COc1ccccc1N(CC1CO1)S(=O)(=O)c1ccc(C)cc1 (configuration not stated) | -15 | 10 | -6 | 7 | -0.6 | 1 | 13 | 2 | 0 | 1 | 6
COc1ccc(CNC(=O)CCNS(=O)(=O)c2cc(Br)cnc2N)cc1 | 9 | 0 | -2 | 0 | -0.2 | 0 | 8 | 14 | 10 | 27 | 15
FC(F)(F)c1ccccc1Cc1c(-c2cccc(Br)c2)nc2ccc(Cl)cn12 | -6 | · | -14 | 23 | -0.7 | · | -2 | -119 | · | 1 | -41
CC(C)CCNC(=O)c1cc2c(s1)-c1ccccc1S(=O)(=O)C2 | -45 | -6 | -9 | 15 | -0.5 | 2 | -10 | -15 | 4 | -3 | -51
O=C(C1CCCO1)N1CCN(c2ccccn2)CC1 (configuration not stated) | -12 | 6 | 1 | -4 | -0.1 | -6 | -5 | 1 | 1 | 6 | 3
Cc1ccc(NC(=O)N2CCCc3ccccc32)cc1C | -38 | -8 | 0 | -14 | 0.9 | 1 | 31 | -170 | -16 | -6 | -172
COc1ccc(Br)cc1S(=O)(=O)N1CCCC1 | 0 | -6 | 4 | 5 | -1.1 | -4 | -4 | 9 | -4 | -12 | 16
Cn1nnnc1SC(C(=O)Nc1ccc(F)cc1)c1ccccc1 (configuration not stated) | 1 | 4 | -10 | -14 | -0.4 | 1 | 3 | 0 | -9 | 36 | 13
CCOC(=O)C1=C(N)OC2=C(C(=O)CC(C)(C)C2)C1c1cccnc1 (configuration not stated) | -6 | 11 | -13 | -10 | -2.2 | -1 | 4 | 4 | -5 | 5 | -5
O=C(c1ccccc1)N1CCN(c2ccc(Cl)cc2)CC1 | 10 | 4 | 6 | -8 | -0.5 | -2 | -7 | 8 | 0 | -13 | 9
Cn1c(=O)c(-c2ccccc2N)nc2ccccc21 | 0 | 21 | -9 | -2 | -1.6 | 3 | 1 | -18 | -6 | -10 | -70
CC(=O)N(C)c1ccc(NC(=O)Nc2ccc(Cl)cc2)cc1 | -10 | · | -2 | -31 | 0.4 | 1 | 0 | -141 | · | -5 | -216
CN(C)c1ccc(CNC(=O)C2Cc3c(-c4ccccc4Oc4ccccc4)ccnc3O2)cc1 (configuration not stated) | 29 | · | 3 | 6 | 1.7 | · | -4 | 24 | · | -8 | -1
CCNc1ccc(S(N)(=O)=O)cc1[N+](=O)[O-] | 5 | -7 | 14 | -14 | -1.1 | -1 | 2 | 2 | -5 | 10 | 18
CC(=O)c1c(C)[nH]c(C(=O)OCc2ccc(F)cc2Cl)c1C | 52 | -9 | -2 | 21 | -0.2 | 1 | 16 | -40 | 25 | -10 | -101
CC(C)(CO)Nc1nc(Nc2ccccc2)nc(Nc2ccccc2)n1 | 6 | -9 | -4 | 17 | 5.8 | 1 | 14 | 25 | -33 | -6 | -3
O=C(CSc1nccn1-c1ccc(F)cc1)Nc1ccc2c(c1)OCO2 | -6 | -10 | 9 | 13 | 1.3 | 2 | -3 | -25 | 4 | 10 | -30
COc1cc2c(cc1OC)C(C(=O)Nc1ccc3c(c1)OCCO3)C1c3ccccc3CCN1C2=O (configuration not stated) | -9 | 8 | -10 | -31 | 2.6 | 3 | 9 | 34 | 14 | 12 | 4
O=C(Oc1ccc2c(c1)OCO2)c1ccncc1 | -6 | -3 | -5 | -2 | 0.1 | 1 | 9 | -5 | -4 | 14 | 7
O=C(Nc1ccc2c(c1)CCCN2C(=O)c1ccco1)c1cc([N+](=O)[O-])ccc1Cl | 0 | 10 | 7 | -3 | -0.4 | -5 | 22 | 36 | 19 | -44 | -10
O=C(Nc1ccccc1N1CCOCC1)c1cccnc1Cl | -26 | -5 | -4 | -10 | -0.3 | 2 | -3 | 17 | -15 | 7 | 22
CN(C)c1ccc([C@@H]2[C@@H]([N+](=O)[O-])[C@H]3C=Cc4ccccc4N3[C@H]2C(=O)c2ccc(Cl)cc2)cc1 | 41 | -4 | 0 | -26 | 1.4 | -5 | -2 | -15 | -4 | 5 | -43
O=C(c1cccs1)N1CCC(c2nc3c(nnn3Cc3c(Cl)cccc3Cl)c(=O)[nH]2)CC1 | 7 | 1 | 7 | -23 | 1.4 | 3 | -5 | 21 | 2 | 5 | 34
O=C(Oc1ccc2c(c1)CCC2)N1CCOCC1 | -51 | -47 | 10 | -49 | -0.3 | 0 | 15 | -118 | -21 | -15 | -161
NS(=O)(=O)c1ccc(CCNC(=O)c2cc(-c3ccccn3)nc3ccc(Br)cc23)cc1 | -2 | -1 | -24 | 4 | 11 | -119 | -3 | 15 | -4 | 18 | 22
CCC1=C(c2ccc(OC)cc2)CCC(C(=O)O)C1C (configuration not stated) | 4 | 19 | -4 | 29 | 2.9 | · | 1 | 16 | -4 | 0 | 10
CN1CCN(c2c([N+](=O)[O-])cnc3ccccc23)CC1 | 4 | -3 | 4 | -31 | -0.7 | 2 | -3 | -6 | -3 | -5 | 7
CC(=O)NC(CCS(C)(=O)=O)C(=O)Nc1c(C)cccc1C (configuration not stated) | -8 | -4 | 2 | -16 | 0.4 | 0 | -13 | 7 | 3 | 1 | 10
CC(C(=O)NC(=O)NC1CCCCC1)N1CCN(c2ccc(O)cc2)CC1 (configuration not stated) | -2 | 15 | 0 | -6 | 0.6 | 2 | -14 | 6 | -3 | 19 | 15
COc1cc(OC)cc(C(=O)NNC(=O)CNC(=O)c2cccs2)c1 | -6 | 14 | -6 | -14 | 0.0 | 2 | -32 | 11 | -1 | -3 | 12
O=C(CN1CC(=O)Oc2ccccc21)OCC(=O)c1cccc(Br)c1 | 3 | 25 | -3 | -43 | -1.2 | -1 | -10 | 13 | -12 | -9 | -4
CCOc1ccc(Cc2nn[nH]n2)cc1 | 1 | 6 | 9 | -4 | 1.0 | -2 | -9 | 22 | 3 | -1 | 12
Cc1ccc(Nc2nnc(SCC(=O)Nc3cc(C(=O)O)ccc3C)s2)c(C)c1 | -8 | 1 | 18 | 4 | -0.5 | 3 | -9 | 10 | -3 | -18 | 11
Cc1cccc(C(=O)N[C@H](C(=O)Nc2nccs2)C(C)C)c1 | 12 | 0 | -4 | 17 | 4.7 | 0 | -6 | 2 | 13 | 4 | 7
Cc1ccc(OCc2cc(C(=O)N(C)CC3CCOCC3)no2)cc1C | -90 | -104 | -15 | -110 | 1.0 | 2 | 9 | -226 | -48 | 16 | -207
CC(C)(C)c1ccc(S(=O)(=O)NC(=O)C2(C)CCN2C(=O)CC2CC2)cc1 (configuration not stated) | -6 | · | -4 | 10 | 2.6 | · | -22 | -4 | · | 10 | 2
CCOc1cccc2sc(N3CCN(C(=O)c4ccc5ncsc5c4)CC3)nc12 | 10 | -1 | 2 | 11 | 1.5 | 3 | 6 | 24 | 4 | -3 | 5
Cc1ccc(C(=O)CN2C(=O)NC3(CCc4ccccc43)C2=O)c(C)c1 (configuration not stated) | 8 | -13 | -5 | -41 | 0.6 | 1 | -9 | -43 | -11 | 0 | -13
CCN(CC)c1ccc(NC(=O)C2CC(=O)N(Cc3ccccc3)C2)cc1 (configuration not stated) | 38 | 8 | 2 | 9 | -0.7 | -4 | -3 | 7 | 2 | -20 | 13
CC1C(=O)C(C)C(c2cc(Br)ccc2O)NC1c1cc(Br)ccc1O (configuration not stated) | 14 | 8 | -38 | -16 | -0.3 | · | 9 | 37 | 5 | 18 | 38
Cc1csc2ncnc(N3CCN(S(=O)(=O)c4cccc(C(F)(F)F)c4)CC3)c12 | ? | 4 | 5 | 94* | -0.4 | 1 | 24 | 10 | 21 | -6 | 25
Cc1ccccc1OCCN1C(=O)NC2(CCc3ccccc32)C1=O (configuration not stated) | -6 | 8 | -1 | -1 | 1.8 | -4 | -13 | 16 | 1 | 2 | 12
COc1ccc(CCNC(=O)Cn2c(=O)cnc3ccccc32)cc1 | 3 | 7 | 0 | -6 | -0.6 | -2 | -22 | 16 | 8 | 0 | 4
CCOC(=O)c1c(CSc2nc(C)cc(C)c2C#N)n(C)c2cc(Br)c(OC(C)=O)cc12 | 77 | 40 | -55* | -2 | 1.7 | -4 | 37 | 28 | 50* | 40 | 13
CCOC(=O)c1c(NC(=O)CN2C(=O)NC3(CCC(C)CC3)C2=O)sc(C)c1-c1ccc(C)cc1 (configuration not stated) | 24 | -7 | -44 | 0 | 4.7 | 1 | -15 | 32 | 8 | 40 | 8
CN(C)S(=O)(=O)c1ccc(NC(=O)c2ccc([N+](=O)[O-])cc2)cc1 | 8 | 0 | -4 | 3 | -0.2 | 1 | -7 | -1 | 2 | -5 | -10
Fc1ccc(C2CC(c3ccccc3)Nc3ncnn32)cc1 (configuration not stated) | -2 | 4 | 4 | 33 | -2.7 | 1 | 6 | 6 | -3 | -3 | 17
CCC1(c2ccccc2)NC(=O)N(CC(=O)N(C)CC(=O)Nc2cccc(OC)c2)C1=O (configuration not stated) | -20 | 4 | -26 | -7 | -0.3 | 3 | -8 | 9 | -5 | 12 | 2
C/C(=N\NC(=O)C(O)c1ccccc1)c1ccc(Br)s1 (configuration not stated) | 1 | -14 | 2 | -5 | 0.2 | -1 | 3 | -2 | · | -18 | -11
O=C(Nc1ccc(-n2cnnn2)cc1)c1cccc(S(=O)(=O)N2CCCC2)c1 | 6 | 0 | -7 | 10 | -0.9 | 2 | 9 | 11 | 1 | 12 | 11

Whole records, looked up by structure. Values in the order: Shn3 inh set2 | TRPM1 prom inh | KKLEB tox | NR2E3 ag-1 | hiPSC survival | NR2E3 ag-2 | C8 TRAIL sens | Peg3 promoter | LMP1 NFkB inh | CF NFkB block | HIF-2a block
CC(C)(C)c1ccc(S(=O)(=O)NC(=O)C2(C)CCN2C(=O)CC2CC2)cc1 (configuration not stated) is entered as -6 | · | -4 | 10 | 2.6 | · | -22 | -4 | · | 10 | 2
CCOC(=O)c1c(CSc2nc(C)cc(C)c2C#N)n(C)c2cc(Br)c(OC(C)=O)cc12 is entered as 77 | 40 | -55* | -2 | 1.7 | -4 | 37 | 28 | 50* | 40 | 13

These rows are one share of the data; the hit share may differ from the screen's.
